# ER stress death – ER stress cell death inhibition; 48,000 compounds, 0.33% hits; relative survival (cellular ATP), % at 15 µg/mL (by protocol); CSM14.1 thapsigargin ER stress survival, ATP luminescence;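 active means survival measured by cellular ATP above 50% at 15 µg/ml in the first screen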;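 further: cell death triggered by about 15 µM thapsigargin; ATP read 24 h after thapsigargin was added; plate controls were thapsigargin with DMSO for no effect and DMSO without thapsigargin for full effect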
# Active calls of the source: *. Some of the compounds tested; rates above refer to the full screens.
SMILES	ER stress death
Cc1cccc(C2C3(OC(c4ccc(Br)cc4)C24C(=O)c2ccccc2C4=O)C(=O)c2ccccc2C3=O)c1 (stereo unspecified)	-1.4
O=C(COc1ccc(Cl)cc1)Nc1ccc2c(c1)Cc1ccccc1-2	-0.7
CC(=O)NN1C(=O)/C(=C/c2ccc(Br)o2)SC1=S	0.5
O=C(CC1CCCCC1)NCc1ccccc1	13.0
O=C1N/C(=N/N=C\c2ccc(-c3ccc(Cl)cc3)o2)SC1Cc1ccccc1 (stereo unspecified)	1.6
O=C(NC1CCCCCCC1)c1cnccn1	2.6
Cc1ccc(C2N(Cc3ccccc3)CCN2Cc2ccccc2)s1	-4.3
CCCOC(=O)c1c(NC(=O)/C=C/C(=O)O)sc2c1CCCC2	-3.8
CCCc1cc(=O)oc2cc(OCc3ccc(Cl)cc3)ccc12	5.0
CC1=C(C(=O)Nc2ccccc2)C(c2ccc(C)o2)N2C(=O)CSC2=N1 (stereo unspecified)	-1.9
CCOC(=O)c1nc2nc(-c3ccccc3)cc(C(F)(F)F)n2n1	6.6
O=C1CS/C(=N/N=C/c2ccccc2OCc2ccc(Cl)cc2Cl)N1	-2.8
O=C(/C=C/c1ccccc1)N1CCN(c2ccccn2)CC1	13.1
COc1ccc(OC)c(N(CC(=O)Nc2ccc3ccccc3c2)S(C)(=O)=O)c1	6.6
CCOC(=O)c1ccc(NC(=S)NC(NC(=O)c2ccccc2Br)C(Cl)(Cl)Cl)cc1 (stereo unspecified)	5.2
Cc1ccc(N2C(=O)NC(=O)/C(=C\c3ccc(OCc4cccc(C(=O)O)c4)cc3)C2=O)cc1	-0.5
CCOC(=O)C(=CNc1ccc(C(N)=O)cc1)C(=O)OCC	-1.5
COc1ccc(-c2cc(C(=O)Nc3cccc(C)c3)c3ccccc3n2)cc1	-2.5
CC(C)(C)N1C(=O)NC(=O)C(=Cc2cccs2)C1=O	-0.2
O=C1C2C3C=CC(C3=C3C4CC5CC(C4)CC3C5)C2C(=O)N1c1cc(Cl)cc(Cl)c1 (stereo unspecified)	1.0
Cc1ccc(N2C(=O)c3ccc(C(=O)O)cc3C2=O)c(C)c1	4.0
Cc1ccc(C(=O)Nc2ccc(S(=O)(=O)N3CCCC3)cc2)cc1	0.1
COc1ccc(CSc2nc3sc4c(c3c(=O)n2Cc2ccccc2)CC(C)(C)OC4)cc1	-4.3
C=CCNC(=O)CSc1nc2sc3c(c2c(=O)[nH]1)CCCC3	-5.0
COc1ccccc1C1SCCN1S(=O)(=O)c1ccc2ccccc2c1 (stereo unspecified)	3.5
COc1ccc(C(=O)Nc2cc(C)ccc2O)cc1	-1.6
COc1ccc(C2CC(=O)C3=C(C2)Nc2ccccc2NC3c2ccc(OC)c(Br)c2)cc1 (stereo unspecified)	95.5*
CN1C(=S)N(c2ccccc2)C(C)(O)CC1(C)C (stereo unspecified)	3.7
CCCNC(=O)CC12CC3CC(C1)CC(CC(=O)NCCC)(C3)C2	8.7
CC1CCN(C(=O)CCCOc2ccc(Cl)cc2Cl)CC1	-1.2

SMILES	ER stress death
O=[N+]([O-])c1ccc(Cl)cc1NCCOc1cccc2ccccc12	3.4
Cc1onc(-c2c(Cl)cccc2Cl)c1C(=O)N1CCC(Cc2ccccc2)CC1	18.0
COC(=O)c1cc(NC(=O)/C=C/c2ccc(F)cc2)cc(C(=O)OC)c1	3.5
COCCOC(=O)c1ccc(NC(=O)c2ccc(Cl)cc2)cc1	-0.2
CCN(CC)Cc1c(O)ccc2c(-c3ccccc3)cc(=O)oc12	0.0
CCOC(=O)c1ccc(NC(=O)/C(=C/c2ccccc2)c2ccccc2)cc1	6.8
CC(=O)C1=C(O)C(=O)N(CCN(C)C)C1c1ccccc1 (stereo unspecified)	-2.6
Cc1c(Cl)cccc1NC(=O)/C(C#N)=C/c1ccc(I)o1	9.5
Cc1ccccc1C(=O)NN1C(=O)/C(=C/c2cccc(O)c2)SC1=S	7.7
Cc1cc(C)cc(NC(=O)Cc2ccc(Br)cc2)c1	-0.9
O=C(Nc1c(C(=O)N2CCCC2)cnn1-c1ccccc1)c1ccc(Br)cc1	-4.0
Cc1cc(C)c(S(=O)(=O)NCC#N)c(C)c1	10.5
Cc1sc(NC(=O)/C=C\C(=O)O)nc1-c1ccccc1	4.1
O=C(O)c1nn2c(c1Cl)NC(c1cccs1)CC2C(F)(F)F (stereo unspecified)	3.9
CCOc1ccc2c(c1)C(C)=CC(C)(C)N2S(=O)(=O)c1ccc(C)cc1	-0.3
COc1ccc(OC)c(CNCc2ccc3c(c2)OCO3)c1	-1.4
Cc1ccc(S(=O)(=O)C/N=C(/NC(=S)Nn2cnnc2)c2ccccc2)cc1	7.5
CC1CCN(CCCCOc2ccc(F)cc2)CC1	-3.1
COC(=O)C1=C(C)NC2=C(C(=O)c3ccccc32)C1c1ccc(OCc2ccc([N+](=O)[O-])cc2)c(Cl)c1 (stereo unspecified)	10.4
CC(C)(C)C(=O)/C=C(/O)C(=O)NCc1ccccc1	-5.1
COc1ccc(NC(=O)Cn2nc(C(F)(F)F)c(Br)c2C)c(OC)c1	5.4
O=C1S/C(=C\c2cccc(Cl)c2)C(=O)N1c1ccc(Cl)cc1	2.2
CC(C)(C)c1ccc(OCC(=O)Nc2ccc(NC(=O)c3ccco3)c(Cl)c2)cc1	-1.2
Oc1c(Cl)cc(Br)cc1/C=N/Nc1nc(N2CCOCC2)nc(N2CCOCC2)n1	9.9
CCC1=NN(C(=O)CCc2ccccc2)C(O)(c2ccncc2)C1 (stereo unspecified)	0.3
COc1ccc(OC)c(N=Cc2c(O)n(-c3ccccc3Cl)c(=O)[nH]c2=O)c1	1.5
COc1ccccc1C=C1C(=O)c2ccccc2C1=O	1.2
COc1ccc(NC(=O)C2=C(C)NC(=S)NC2c2ccccc2F)cc1 (stereo unspecified)	9.4
CCOc1ccc(N2C(=O)CC(NCc3ccc(Cl)cc3Cl)C2=O)cc1 (stereo unspecified)	-2.7
CC1=C(C(=O)Nc2ccccc2C)C(c2ccc(F)cc2)NC(=O)N1 (stereo unspecified)	-4.0

SMILES	ER stress death
CC(C)C12CN3CC(C(C)C)(CN(C1)C3c1ccc(O)cc1O)C2=O (stereo unspecified)	17.4
NC(=O)c1ccc(N2CCOCC2)c([N+](=O)[O-])c1	-1.8
Clc1ccc(OCCCN2CCCCC2)cc1	-18.1
CCOC(=O)c1c(NC(=O)c2ccc(OC)cc2)sc(C(=O)Nc2ccccc2C(F)(F)F)c1C	1.9
CCOc1ccc(S(=O)(=O)N2CCSC2c2ccc3c4c(cccc24)CC3)cc1 (stereo unspecified)	10.7
CCNC(=S)Nc1sc2c(c1C(=O)OCC)CCC2	0.8
COc1cc(/C=C2/C(=O)NC(=S)N(c3ccccc3)C2=O)ccc1OCc1ccc([N+](=O)[O-])cc1	13.0
COc1cc(/C=C2\SC(=S)N(Cc3ccccc3)C2=O)cc(Br)c1O	-3.3
NC(=O)C1CCN(C(=O)c2cccc(Br)c2)CC1	-3.0
CCOC(=O)c1cnn(-c2ccccc2)c1NC(=O)c1ccccc1C	-0.3
O=C(Nc1c(C(=O)N2CCOCC2)cnn1-c1ccccc1)c1ccccc1	-2.2
Cc1ccc2sc(-c3ccc(NCc4ccc5c(c4)OCO5)cc3)nc2c1	1.3
Cc1cc(F)c(F)cc1C(=O)n1nnc2ccccc21	-4.4
COc1c(Cl)cc(C(=O)Nc2c(C)cccc2C)cc1Cl	0.0
COc1cccc(/C=C2/SC(=O)N(CNc3ccc(I)cc3)C2=O)c1	6.2
CCCC(=O)C1=C(N2CCCCC2)CC(C)(C)C(C(=O)OC)C1=O (stereo unspecified)	6.8
CC(/C=C/c1ccco1)=N/NC(=O)c1ccc([N+](=O)[O-])cc1	-5.9
Cc1ccc(-n2c(C)cc(/C=N/NC(N)=O)c2C)cc1C	5.0
O=c1[nH]c(=O)n(-c2ccccc2Cl)c(O)c1C=Nc1ccc2c(c1)OCO2	3.4
CN(C)CCCN1C(=O)C2CC3=C(CC2C1=O)C(C)(C)CCC3 (stereo unspecified)	-3.5
CCOC(=O)C1=C(C)N(C)C(=O)NC1c1ccccc1 (stereo unspecified)	5.7
O=C1C=C(Nc2ccccc2)C(=O)N1Cc1ccccc1	1.9
CC(=O)C1=C(O)C(=O)N(CCN(C)C)C1c1cccc([N+](=O)[O-])c1 (stereo unspecified)	-3.0
Cc1cc(Cl)ccc1NC(=O)CN(Cc1ccccc1)S(=O)(=O)c1ccccc1	2.5
Cc1onc(-c2ccccc2)c1C(=O)NCCCN1CCN(CCCNC(=O)c2c(-c3ccccc3)noc2C)CC1	7.9
c1ccc2nc(NCc3ccncc3)ccc2c1	-7.6
N/C(=N\OC(=O)c1ccco1)c1ccc(Cl)cc1	9.4
COc1cc(Br)c(CCNC(=O)c2ccc(Cl)cc2)cc1OC	-0.7
Cc1ccc([N+](=O)[O-])cc1NC(=O)C(C)Oc1ccccc1 (stereo unspecified)	5.9
O=C(c1ccc(Cl)c(Cl)c1)N1CCN(c2ccc([N+](=O)[O-])cc2Cl)CC1	-3.7

SMILES	ER stress death
COc1ccc(Br)cc1CNC(Cc1ccccc1)c1ccccc1 (stereo unspecified)	3.2
O=[N+]([O-])c1cc(F)c(N2CCOCC2)cc1N1CCCCC1	6.3
Cc1ccc(S(=O)(=O)N2CCN(C3CCCCCC3)CC2)cc1	-3.2
Cc1cccc(NC(=O)c2c(NC(=O)C(C)(C)C)sc3c2CCCC3)c1	-0.4
C=COCCNC(=O)C(=O)Nc1ccc(C)cc1C	2.3
Cc1nc2ccc(Cl)cn2c1C(=O)NN=C1CCCCC1	1.5
Cc1c(C(=O)Nc2ccc(I)cc2Cl)cccc1[N+](=O)[O-]	-2.5
O=C1CC(c2ccccc2)CN1C(=O)C12CC3CC(CC(C3)C1)C2 (stereo unspecified)	20.7
O=C1NC(=O)C(=Cc2ccc(OC(=O)c3cccc([N+](=O)[O-])c3)cc2)C(=O)N1	0.0
COCC(C)(C)NS(=O)(=O)c1ccccc1	6.0
Cc1cccc(/C=N/NC(=O)c2cncc(Br)c2)c1O	12.3
Cc1ccc2nsnc2c1NC(=O)c1cc([N+](=O)[O-])ccc1Cl	14.5
CC(C)OC(=O)c1c(-c2ccc(Cl)cc2Cl)csc1NC(=O)C1C2CCC(C2)C1C(=O)O (stereo unspecified)	-1.6
COc1ccc(C2/C(=C(\O)c3ccc(F)cc3)C(=O)C(=O)N2c2ccccn2)cc1OC (stereo unspecified)	1.2
O=C(COc1ccccc1)Nc1ccc(Cl)cc1[N+](=O)[O-]	-4.5
COc1ccc(CSc2nc3ccc(Br)cc3c(=O)n2-c2ccccc2)cc1	8.0
Cc1ccc(Nc2nnc(-c3ccc(C(=O)NCCO)cc3)c3ccccc23)c(C)c1	-10.8
O=C(CSc1nc2ccccc2c(=O)n1-c1ccccc1)Nc1ccccc1Cl	1.5
COc1ccc([N+](=O)[O-])cc1C1NN=C(c2ccccc2)S1 (stereo unspecified)	4.9
CCOc1ccc(C2(Cc3ccccc3)C(=O)c3ccccc3C2=O)cc1	3.1
O=C1C(=O)N(CC2CCCO2)C(c2ccccc2F)/C1=C(/O)c1ccccc1 (stereo unspecified)	1.3
C/C(=N\N1CCN(c2ccccc2)CC1)c1ccccc1O	13.6
Cc1ccccc1-c1nc(Cc2ccccc2)no1	-4.7
O=C1c2cc(S(=O)(=O)N(CCO)CCO)ccc2-c2ccc(S(=O)(=O)N(CCO)CCO)cc21	1.8
O=C(c1ccccc1)N1CCN(C2CCC(c3ccccc3)CC2)CC1 (stereo unspecified)	-3.0
CCN(CC)C(NC(=O)C(C)(C)C)C(Cl)(Cl)Cl (stereo unspecified)	12.1
C=CCn1c(Cc2ccccc2)nnc1SCC(O)Cn1c2ccccc2c2ccccc21 (stereo unspecified)	4.1
CC(C)COC(=O)c1ccc(NC(=O)c2ccc(Cl)c(Cl)c2)cc1	1.6
COc1cccc(C2Nc3ccc(C(=O)c4ccccc4)cc3NC3=C2C(=O)CCC3)c1 (stereo unspecified)	2.1
Cc1cc(/C=N\NC(=O)c2ccco2)c(C)n1-c1cccc(Cl)c1	-1.2

# Shown as labelled records: 3 of the compounds above.
O=C(CSc1nc2ccccc2c(=O)n1-c1ccccc1)Nc1ccccc1Cl
  ER stress death: 1.5

COc1ccc([N+](=O)[O-])cc1C1NN=C(c2ccccc2)S1 (stereo unspecified)
  ER stress death: 4.9

CCOc1ccc(C2(Cc3ccccc3)C(=O)c3ccccc3C2=O)cc1
  ER stress death: 3.1

# Following part.
SMILES	ER stress death
CN1CCN(c2ccc([N+](=O)[O-])cc2/C=N/NC(=O)CCc2ccccc2O)CC1	-6.2
CC1=NN(c2cccc(Cl)c2)C(=O)/C1=C\c1c(C)[nH]n(-c2ccccc2)c1=O	-0.1
N#C/C(=C/c1ccc(-c2ccccc2C(=O)O)o1)C(=O)Nc1ccc2ccccc2c1	-0.7
CCn1c2ccccc2c2cc(CN3CCN(Cc4cc(OC)c(OC)cc4OC)CC3)ccc21	-6.2
NC(=O)c1ccccc1NC(=O)Nc1ccc(Cl)cc1	8.1
CCC(=O)N/C(N)=N\c1nc(OC)c2cc(C)ccc2n1	3.0
Cc1ccc(NC(=O)c2ccco2)cc1NC(=O)c1ccccc1	1.0
CC1=CC(=O)C=C/C1=N/OC1=C(O/N=C2/C=CC(=O)C=C2C)C(=O)c2ccccc2C1=O	11.4
O=C(COc1ccc(Br)cc1)NNC(=O)c1ccccc1	0.8
Cc1ccc(COc2ccc(C=C3C(=O)NC(=O)NC3=O)cc2Br)cc1	-3.0
Cc1ccccc1CN1CCN(S(C)(=O)=O)CC1	-0.9
CCOC(=O)c1sc2nc(C)n(/N=C/c3ccc4c(c3)OCO4)c(=O)c2c1C	12.4
